# Bim-Mcl-1 – inhibitors of Bim peptide binding to Mcl-1, primary screen, biochemical, bead-based flow cytometry, multiplex | Induced myeloid leukemia cell differentiation protein Mcl-1 (Homo sapiens), Q07820 | Bim peptide-Mcl-1 binding | inhibition, % at 10 µM | 0.1% of 190,000 active; in the data active = inhibition above about 40%;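 note: 0% = no compound tracer wells and 100% = peptide blocker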
# Target sequence (Q07820 whole entry, looked up): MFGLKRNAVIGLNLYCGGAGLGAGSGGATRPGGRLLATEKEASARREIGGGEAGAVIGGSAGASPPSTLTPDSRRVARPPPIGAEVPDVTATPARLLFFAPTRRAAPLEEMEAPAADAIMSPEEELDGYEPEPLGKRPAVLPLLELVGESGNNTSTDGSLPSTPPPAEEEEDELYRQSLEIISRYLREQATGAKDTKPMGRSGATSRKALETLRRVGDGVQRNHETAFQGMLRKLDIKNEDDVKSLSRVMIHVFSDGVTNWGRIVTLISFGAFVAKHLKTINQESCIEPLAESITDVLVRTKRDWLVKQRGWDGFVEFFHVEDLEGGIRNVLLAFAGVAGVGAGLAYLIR
# Mcl1 Noxa PPI – Mcl-1/Noxa binding inhibitors, primary screen, biochemical, TR-FRET, 1536-well. TR-FRET Mcl-1/Noxa peptide binding, 2 h. inhibition, % at 21.7 µM. 1.5% of 220,000 active;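 active = compounds that cut the protein-peptide binding signal by more than 50% relative to plate controls in a single-dose test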;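 note: His-tagged Mcl-1 with rhodamine Noxa BH3 peptide and terbium anti-His antibody; 0% = Mcl-1 plus Noxa peptide wells and 100% = peptide-only wells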
# Rac1 mut GTP – GTP binding modulators of activated mutant Rac1, primary screen, biochemical, bead-based flow cytometry, multiplex, fluorescent GTP; GST-Rac1 activated beads; actives lie on both sides; 100% means binding = to untreated wells; 0.11% of 190,000 active; AID 764, 2007; Ras-related C3 botulinum toxin substrate 1 (Homo sapiens), P63000; percent activity (GTP binding), % at 10 µM;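 active = GTP binding at least 20 percentage points away from the 100% baseline, in either direction, so actives lie on both sides; inconclusive = Compound likely fluorescent itself, or too few beads counted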
# Pf gamet viab – late stage P. falciparum gametocyte viability inhibitors, primary screen, ATP luminescence, HTS; inhibition, % at 10.9 µM; 0.065% of 150,000 active; P. falciparum stage V gametocytes, 24 h;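 active = inhibition above the mean plus 3 SD of compounds within the control limits, set per campaign, cut at about 38% in these data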;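 note: 0% = DMSO wells and 100% = medium only without gametocytes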
# Rac1 wt GTP bind – wildtype Rac1 GTP binding modulators, primary screen, biochemical, GST-Rac1 beads, flow cytometry, multiplex; Ras-related C3 botulinum toxin substrate 1 (Homo sapiens), P63000; fluorescent GTP binding; actives lie on both sides; 0 = cold GTP competed, 100 = untreated; GTP binding activity (% of control), % at 10 µM; 0.27% of 190,000 active;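 active = GTP binding activity at least 20 points away from the 100% control level, either lower or higher; inconclusive = compound flagged as likely green fluorescent, judged across all proteins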
# Mcl1-Bid inh – Mcl-1/Bid binding inhibitors, primary screen, biochemical, TR-FRET, 1536-well | TR-FRET Mcl-1/Bid-Dy647 peptide binding | inhibition, % at 21.7 µM | 0.97% of 220,000 active | AID 1021, 2008;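 active = compounds that cut the binding signal by more than half at the single screening dose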;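 note: His-tagged Mcl-1 with europium anti-His antibody binding Bid BH3 peptide; 0% = Mcl-1 plus peptide wells and 100% = peptide-only wells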
# Avidin bead fluor – green autofluorescence of compounds with avidin beads – biophysical, 488/530 nm, flow cytometry, artefact control, profiling panel | compound fluorescence 488/530 nm; hits give high values | 0.38% of 220,000 active | fluorescence (KMESF) at 10 µM; in the data active = fluorescence above about 47; note: inactives centre near 10
# HRas wt GTP – modulators of GTP binding to HRas wildtype, primary screen, biochemical, bead-based flow cytometry, multiplex. GTPase HRas (Homo sapiens), P01112. GST-Ras wt beads, Bodipy-FL-GTP binding; actives lie on both sides. GTP binding activity, % at 10 µM. 0.14% of 190,000 active. AID 759, 2007;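 active = GTP binding activity at least 20% away from the 100% baseline, either lowered as inhibitor or raised as activator; inconclusive = flagged as likely green fluorescent, judged across all proteins in the well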;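 note: 0% = unlabeled GTP competition control and 100% = no-compound control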
# Target sequence (P01112 whole entry, looked up): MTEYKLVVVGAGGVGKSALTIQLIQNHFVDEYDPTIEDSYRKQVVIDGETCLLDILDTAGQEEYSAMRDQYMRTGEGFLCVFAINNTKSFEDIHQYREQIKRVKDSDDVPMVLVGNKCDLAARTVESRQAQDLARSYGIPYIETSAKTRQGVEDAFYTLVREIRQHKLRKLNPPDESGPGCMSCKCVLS
# Rab7 wt GTP bind – modulators of GTP binding to Rab7, primary screen, biochemical, wildtype, multiplex bead flow cytometry; GTP binding activity (percent of control), % at 10 µM; 0.055% of 190,000 active; AID 758, 2007; Rab7 GTPase wild type (dog), Bodipy-FL-GTP binding; GST-Rab7 beads, fluorescent GTP binding; actives lie on both sides; untreated = 100%, excess cold GTP = 0%;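 active = fluorescent GTP binding to Rab7 beads changed by at least 20 points from the 100% baseline, either direction, mostly lower; inconclusive = compound itself probably fluorescent, or too few beads counted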;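 note: median green fluorescence of bound Bodipy-FL-GTP per Rab7 bead population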
# Rab2A wt mod – modulators of GTP binding to Rab2A wildtype, primary screen, biochemical, dog, bead-based flow cytometry, multiplex. Ras-related protein Rab-2A (Canis lupus familiaris), P61105. GST-Rab2 wt beads, Bodipy-GTP binding. GTP binding activity, % at 10 µM. 0.19% of 190,000 active. AID 760, 2007;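 active = GTP binding activity at least 20 points away from 100%, either lowered or raised; inconclusive = signal likely due to the compound's own green fluorescence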;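 note: 0% = beads with excess unlabeled GTP and 100% = no-compound control corrected for plate trend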
# Cdc42 wt GTP – modulators of GTP binding to wildtype Cdc42, primary screen, biochemical, multiplex bead flow cytometry, Bodipy-GTP | Cell division control protein 42 homolog (Homo sapiens), P60953 | 0.2% of 190,000 active | AID 761, 2007 | percent activity (GTP binding), % at 10 µM | GST-Cdc42 beads; actives lie on both sides;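 active = percent activity GTP binding at least 20 points away from the 100% baseline, either down as inhibitor or up as activator; inconclusive = compound flagged as likely green fluorescent from well-wide comparison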;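 note: median bead fluorescence of bound Bodipy-FL-GTP at 100 nM; 0% = excess unlabeled GTP control and 100% = no compound control; below 100% means less GTP binding so inhibitor and above means activator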
# Target sequence (P60953 whole entry, looked up): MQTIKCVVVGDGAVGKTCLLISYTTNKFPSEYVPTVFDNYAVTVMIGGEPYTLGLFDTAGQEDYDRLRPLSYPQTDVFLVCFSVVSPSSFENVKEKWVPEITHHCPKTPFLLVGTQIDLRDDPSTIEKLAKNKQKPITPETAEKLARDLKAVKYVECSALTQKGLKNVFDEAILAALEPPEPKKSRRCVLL
# Numbers without * were called inactive; ? = inconclusive; nt = no result given.
item	molecule	Bim-Mcl-1	Mcl1 Noxa PPI	Rac1 mut GTP	Pf gamet viab	Rac1 wt GTP bind	Mcl1-Bid inh	Avidin bead fluor	HRas wt GTP	Rab7 wt GTP bind	Rab2A wt mod	Cdc42 wt GTP
1	Cc1cc(C)n2nc(SCC(=O)N3CCc4ccccc43)nc2n1	-4.0	19.4	100.0	-4.3	103.0	2.4	14	99.0	97.0	96.0	101.0
2	CCC(C)C(NC(N)=O)C(=O)NC1CCC(C)CC1 (centres undefined)	0.0	7.0	92.0	nt	95.0	-12.4	12	96.0	103.0	95.0	94.0
3	CN(C)/N=C/c1ccc(N2CCOCC2)cc1	1.0	18.8	96.0	nt	104.0	-25.5	11	100.0	103.0	97.0	97.0
4	Cc1ccc(-c2ccc(CCC(=O)O)n2NC(=O)c2cccs2)cc1	49.0*	-6.3	95.0	nt	96.0	-39.9	10	96.0	95.0	97.0	95.0
5	Cc1cccc(Nc2ccccc2C(=O)OCC(=O)NCc2ccco2)c1C	-1.0	11.2	94.0	-12.8	99.0	-44.7	6	97.0	99.0	94.0	97.0
6	CCCCCCNC(=O)CCNC(=O)c1cc(OC)c(OC)c(OC)c1	-3.0	-2.0	101.0	nt	109.0	-7.0	26	104.0	104.0	102.0	107.0
7	CC(C)N(Cc1cn(C)nc1-c1cccc(Cl)c1)CC1CCC(=O)N1 (centres undefined)	9.0	-6.5	96.0	-10.5	93.0	-32.8	12	96.0	101.0	97.0	95.0
8	Cn1nnnc1SCC(=O)c1cccs1	-5.0	2.9	96.0	nt	99.0	-11.4	7	96.0	97.0	94.0	97.0
9	Cc1ccc(S(=O)(=O)NCC(=O)OCc2ccccc2)cc1	0.0	1.4	90.0	14.2	92.0	5.0	11	94.0	95.0	92.0	90.0
10	COc1ccc(-n2c(C)cc(C3=NNC(=NC4CC4)SC3)c2C)cc1	0.0	15.9	98.0	nt	99.0	-65.8	9	97.0	98.0	98.0	97.0
11	Cc1ccc(NC(=S)NNC(=O)c2ccccc2O)c(C)c1	-3.0	-15.5	96.0	11.0	100.0	-66.5	7	98.0	106.0	102.0	101.0
12	O=c1c2ccccc2c(-c2ccccc2)nn1-c1cc(Cl)ccc1[N+](=O)[O-]	-5.0	0.9	99.0	6.7	101.0	8.2	13	101.0	102.0	100.0	99.0

# Quoted from the listing.
# compound 2 in Rab2A wt mod: 95.0
# compound 11 in Rab7 wt GTP bind: 106.0

# (more compounds)
item	molecule	Bim-Mcl-1	Mcl1 Noxa PPI	Rac1 mut GTP	Pf gamet viab	Rac1 wt GTP bind	Mcl1-Bid inh	Avidin bead fluor	HRas wt GTP	Rab7 wt GTP bind	Rab2A wt mod	Cdc42 wt GTP
13	CN1CCCN(CC(O)COCc2cccs2)CC1 (centres undefined)	-5.0	1.5	101.0	nt	100.0	-10.1	38	102.0	102.0	101.0	101.0
14	CCN1CCN(C(=O)CCc2ccc(S(=O)(=O)NCCc3ccccc3)cc2)CC1	-2.0	6.3	101.0	8.1	99.0	-12.1	20	100.0	97.0	99.0	100.0
15	CCOC(=O)c1cc2c(C)n(-c3ccc(N(C)C)cc3)c(C)c2cc(C(=O)OCC)c1=O	-5.0	8.3	99.0	-6.6	106.0	-8.6	12	103.0	102.0	102.0	102.0
16	COc1ccc(CCNC(=O)CSc2nc3ccccc3o2)cc1	-2.0	-83.0	95.0	nt	97.0	3.3	8	98.0	97.0	97.0	96.0
17	Cc1cccn2c(=O)c3cc(C(=O)NC4CCCC4)c(=N)n(C4CCCC4)c3nc12	0.0	21.2	99.0	-24.8	103.0	4.9	5	99.0	95.0	100.0	98.0
18	COc1cc(CNCc2cccs2)ccc1OCC(=O)NC(C)(C)C	-1.0	-8.3	99.0	nt	102.0	-14.2	24	100.0	100.0	100.0	99.0
19	N#C/C(=C(/O)CN1CCOCC1)c1nc(-c2ccccc2)cs1	2.0	16.5	?	nt	?	-50.8	7	?	?	?	?
20	COC(=O)c1sc(NC(=O)/C=C/c2ccccc2Cl)nc1C	-1.0	-1.6	97.0	11.0	96.0	-7.5	9	99.0	108.0	103.0	98.0
21	CN(C)C(=O)CSc1nc2ccccc2n1CC(=O)N1CCN(c2ccccc2)CC1	-1.0	3.6	102.0	-1.7	106.0	-34.4	36	104.0	106.0	104.0	106.0
22	Cc1ccc(-c2csc(NC(=O)CSc3nc4ccccc4o3)n2)cc1	-7.0	-150.9	100.0	12.5	101.0	24.7	15	102.0	102.0	100.0	103.0
23	CCn1cc(C(=O)OCC(=O)c2ccccc2)c(=O)c2ccc(C)nc21	0.0	23.1	93.0	-4.1	96.0	35.6	6	96.0	107.0	95.0	94.0
24	O=C(O/N=C(\c1ccccc1)c1ccncc1)c1ccccc1F	0.0	3.7	96.0	15.2	101.0	-14.4	9	100.0	107.0	99.0	101.0
25	COC(=O)c1sccc1NC(=S)Nc1cc(C)cc(C)c1	-3.0	18.1	99.0	-18.5	102.0	-18.6	6	101.0	101.0	98.0	102.0
26	COc1ccc(NC(=O)C2CC(=O)OC23CCCCC3)cc1 (centres undefined)	0.0	-31.6	99.0	nt	104.0	-14.2	7	100.0	98.0	102.0	102.0
27	COCCCNC(=S)Nc1ccccc1C	-4.0	2.8	100.0	16.4	103.0	-32.6	15	100.0	94.0	99.0	100.0
28	Cc1ccc(OCC(=O)Nc2cc(C)on2)c([N+](=O)[O-])n1	-1.0	12.1	94.0	8.4	95.0	-21.9	9	94.0	96.0	95.0	99.0
29	CC(=O)Nc1cc(C(=O)NCc2ccco2)ccc1Sc1ccc(C)cc1	0.0	15.1	97.0	14.0	102.0	-9.6	15	97.0	100.0	98.0	98.0
30	COc1ccc(OC(C)C(=O)Nc2cccc(F)c2)cc1 (centres undefined)	-58.0	-17.4	97.0	nt	98.0	-56.4	5	95.0	94.0	96.0	97.0
31	O=C(O)COc1ccc(-c2nccc(-c3cccs3)n2)cc1	-2.0	4.7	97.0	nt	95.0	3.2	9	98.0	101.0	95.0	94.0
32	O=C(CN1C(=O)c2ccccc2S1(=O)=O)N1CCN(c2ccc(F)cc2)CC1	-3.0	-7.2	?	nt	?	-5.6	8	?	?	?	?
33	COc1cc(OC)cc(C(=O)OCCNC(=O)Cn2cnc3c2c(=O)n(C)c(=O)n3C)c1	3.0	13.9	97.0	nt	99.0	-31.6	9	100.0	106.0	97.0	100.0
34	CCOC(=O)COc1ccc2nsnc2c1	-2.0	27.6	102.0	7.6	105.0	-3.1	38	103.0	102.0	102.0	105.0
35	COCCN(C(=S)Nc1c(C)cc(C)cc1C)C(C)c1cccs1 (centres undefined)	0.0	-15.2	92.0	-0.5	94.0	-27.5	8	94.0	99.0	97.0	93.0
36	COc1ccc2c(c1OC)C(=O)c1ccccc1C2=O	0.0	15.1	94.0	nt	99.0	-10.2	9	96.0	93.0	91.0	96.0
37	COc1cc([N+](=O)[O-])ccc1NC(=O)C[n+]1ccccc1C	0.0	13.6	94.0	0.3	97.0	-1.9	36	97.0	96.0	95.0	97.0
38	COc1ccccc1C(=O)NNC(=O)c1ccccc1[N+](=O)[O-]	3.0	-2.4	100.0	nt	100.0	-20.1	19	100.0	103.0	99.0	105.0
39	COc1cc(-c2nnc(SCC(=O)c3cc(C)n(CC4CCCO4)c3C)o2)cc(OC)c1OC (centres undefined)	-4.0	5.6	100.0	-10.3	99.0	-34.6	17	100.0	101.0	100.0	99.0
40	Cc1nn(C(=O)C2CC2)c(C)c1Sc1ccc(Cl)cc1	17.0	4.4	93.0	nt	94.0	6.8	7	94.0	98.0	92.0	92.0
41	CC(C)OC(=O)c1cc(NC(=O)c2nn(C)cc2Br)cc(C(=O)OC(C)C)c1	0.0	0.5	98.0	-4.0	102.0	-1.9	12	99.0	94.0	100.0	102.0
42	CCCC1=Nc2cc(C(=O)NCCCOCC)ccc2Sc2ccccc21	-3.0	-0.2	100.0	-26.9	106.0	9.3	14	100.0	98.0	101.0	104.0
43	CCOC(=O)CSc1c(-c2ccccc2)c2cc(Cl)ccc2[nH]c1=O	-1.0	-12.3	94.0	13.4	94.0	15.5	14	94.0	91.0	93.0	96.0
44	CS/C(=N\S(=O)(=O)c1cccs1)Nc1ccc(Cl)cc1	-3.0	22.5	96.0	0.4	97.0	12.2	10	96.0	97.0	97.0	97.0
45	O=C(COc1ccc(Cl)cc1)NCc1nnc(SCC(=O)NCCc2ccccc2)o1	0.0	5.1	99.0	nt	106.0	-43.7	6	100.0	103.0	103.0	102.0
46	C=C(C)C(C)(C#CCN1CCCC1)OC(C)=O (centres undefined)	-4.0	10.1	100.0	-0.2	118.0	-17.7	12	109.0	102.0	108.0	112.0
47	CCc1nnc(NC(=O)c2ccc(NC(=O)C(C)C)cc2)s1	0.0	20.2	98.0	-20.6	109.0	-16.9	11	100.0	103.0	100.0	99.0
48	CCOC(=O)C1=C(CNCCOc2ccc(OC)cc2)NC(=O)NC1c1ccc2c(c1)OCO2 (centres undefined)	1.0	10.7	96.0	11.8	96.0	-7.3	6	94.0	97.0	95.0	93.0
49	N#CCSc1nc2ccccc2c(=O)n1CCC(=O)NC1CCCCC1	-1.0	-1.3	98.0	15.9	97.0	-25.6	32	97.0	92.0	95.0	100.0
50	Cc1cc(C(=O)CSc2ccc(F)cc2)cc(C)c1OC(=S)N(C)C	0.0	11.1	97.0	nt	100.0	-17.0	13	101.0	99.0	100.0	100.0
51	O=C1NC(=O)/C(=C/c2ccccc2OCc2ccccc2)S1	-2.0	4.9	92.0	-7.7	94.0	-9.3	9	96.0	104.0	95.0	93.0
52	O=C(NCc1cccnc1)c1ccc(S(=O)(=O)N2CCCCCC2)cc1	1.0	7.0	98.0	15.3	102.0	-1.4	11	99.0	103.0	99.0	99.0
53	Cc1c(Br)cc(C(=O)N2CCN(CCO)CC2)c(C)c1C	-6.0	nt	91.0	nt	88.0	-11.0	11	94.0	91.0	91.0	94.0

# Source: PubChem BioAssay (several laboratories)
